# From PubChem BioAssay
# AmpC inh det: Promiscuous and Specific Inhibitors of AmpC Beta-Lactamase (assay with detergent). AID 584, 2007. 0.09% of 71,000 active. P00811. Potency, µM (doses to about 28.7 µM), without a hit: at the highest dose activity change, negative = inhibition. purified AmpC, nitrocefin hydrolysis with detergent; active means well fitted curve in the direction sought with a large enough effect
# Target sequence (P00811 whole entry, looked up): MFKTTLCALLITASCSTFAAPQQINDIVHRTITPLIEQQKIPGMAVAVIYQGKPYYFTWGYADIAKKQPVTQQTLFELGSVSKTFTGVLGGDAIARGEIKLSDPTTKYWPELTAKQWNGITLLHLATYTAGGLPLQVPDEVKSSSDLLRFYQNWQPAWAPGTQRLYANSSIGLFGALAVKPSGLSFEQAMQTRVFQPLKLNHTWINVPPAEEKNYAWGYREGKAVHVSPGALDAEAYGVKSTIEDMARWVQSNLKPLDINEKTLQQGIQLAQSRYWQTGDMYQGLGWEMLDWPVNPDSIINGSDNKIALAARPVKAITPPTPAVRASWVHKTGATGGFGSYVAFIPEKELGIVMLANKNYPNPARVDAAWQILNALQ
#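 E. coli AmpC (5.3 nM) in 20 mM phosphate pH 7.0 with 0.01% Triton X-100, preincubated 15 min RT with compound; nitrocefin (2 uL of 800 uM stock) hydrolysis followed by 480 nm absorbance every 20 s over 4 min.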
# Active calls of the source: *; & = joins results of further samples; [ ] = another dose, or the depositor's remark. On the % scale 0 is the no-effect control and ±100 the full control effect; potency means the concentration at half of the fitted maximal effect. Not all compounds are listed; rates above refer to the full screens.
compound | AmpC inh det
O=C(Nc1cccc(F)c1)N1CCCC2(CCNCC2)C1 | -2%
O=C(O)CN1C(=O)CCS(=O)c2ccccc21 (configuration not stated) | 12%
Cc1ccc(-c2nc(N)n(C(=O)Cc3ccccc3)n2)cc1 | -12%
CC(C)(C)OC(=O)NCC(=O)NCC(=O)OCc1ccccc1 | -4%
Fc1cccc(CSc2ncnc3c2ncn3[C@H]2CCCS2)c1 | -3%[5.75 µM]
O=C1CCSc2cccc3cccc(c23)N1 | 8%
Cc1oc2nc(SCC(=O)NC3CCCCC3)nc(N)c2c1C | -10%
CC1=C(C(=O)Nc2ccccc2)C(c2ccc(C)o2)N2C(=O)CSC2=N1 (configuration not stated) | 5%
COc1ccc2c(c1)c(CCN1C(=O)c3ccccc3C1=O)cn2C(=O)c1ccco1 | 10%
O=c1c(-c2ccc(F)cc2)nc2cnc(Oc3cccc(Cl)c3)nc2n1C[C@H]1CCCO1 | -2%
Cc1nn(C)cc1CNC(=O)c1cc2n(n1)C(C(F)(F)F)CC(c1cccs1)N2 (configuration not stated) | -1%
COC(=O)CNc1nc(OC)nc(N(C)C)n1 | -2%
Cc1cnc(NC(=O)CN2C(=O)C3CC=CCC3C2=O)s1 (configuration not stated) | 0%
CN(C1=NC(=O)C(CC(=O)Nc2ccc(Br)cc2)S1)c1ccc(O)cc1 (configuration not stated) | 0%
O=C(NC1CCCCCCC1)c1cnccn1 | 2%
Cc1oc(-c2ccc(Cl)cc2)nc1CS(=O)CC(=O)NCCCN(C)C1CCCCC1 (configuration not stated) | -2%
O=c1[nH]c(=O)n(C2CCCCC2)c(O)c1C1NCCc2ccccc21 (configuration not stated) | -3%
CCCC[C@@H]1C[C@H]1C(NC(=O)c1ccccc1)c1ccc(-c2ccccc2)cc1 (some centres not stated) | -1%
COc1ccc(OC)c(C(=O)c2ccc(C(=O)N3CCCCC3)cc2)c1 | -2%
CCC(C)(C)NC(=O)CN(C(=O)CNS(=O)(=O)c1ccccc1)c1ccccc1 | 10%

# Random excerpt: two compounds from above.
compound | AmpC inh det
Cc1oc(-c2ccc(Cl)cc2)nc1CS(=O)CC(=O)NCCCN(C)C1CCCCC1 (configuration not stated) | -2%
O=C(Nc1cccc(F)c1)N1CCCC2(CCNCC2)C1 | -2%

# Next results:
compound | AmpC inh det
CCCc1nc(SCC(N)=O)[nH]c(=O)c1CC | 0%
COc1ccc(-c2coc3cc(O[C@@H]4O[C@@H](CO)[C@@H](O)[C@@H](O)[C@H]4O)cc(O)c3c2=O)cc1 | -1%
COc1ccc(OC)c(NC(=O)CSc2nnc(N)s2)c1 | -1%
O=C(NC(Cc1ccccc1)C(=O)O)c1ccc(S(=O)(=O)N2CCOCC2)cc1 (configuration not stated) | -7%
Cc1nc(NC(=O)c2ccc(Br)s2)sc1C(=O)N(C)C | -5%
Cc1nc2cc(S(=O)(=O)C(F)(F)F)ccc2s1 | -2%
COCCCNC(=O)Cn1nnc(-c2ccc(NC(=O)c3ccc(F)cc3)cc2)n1 | -2%
O=C(NCc1cccnc1)c1noc2c1CCCC2 | -4%
CC(C)CNC(=O)c1cccc(C(=O)NCC(C)C)c1 | 5%
O=C(c1cccc(F)c1)N1CCC2(CC1)CCN(c1ncccn1)CC2 | -1%
Nc1cc(=O)[nH]c(SCC(=O)NCC2CCCO2)n1 (configuration not stated) | -3%
COc1ccc(C2SCC(=O)N2c2c(C)n(C)n(-c3ccccc3)c2=O)c(OC)c1 (configuration not stated) | 0%
Cc1ccc2[nH]c(-c3ccccc3)c(CN3CCN(C)CC3)c(=O)c2c1 | 3%
c1ccc(N2CCN(c3cnccn3)CC2)nc1 | -5%
C=CCn1c(SCCC#N)nnc1-c1ccncc1 | -1%
N#CCCN(C(=O)COC(=O)c1ccc2c(c1)NC(=O)CS2)c1ccc2c(c1)OCCO2 | -6%
CCCCNC(=O)CS(=O)Cc1nc(-c2cccc(C)c2)oc1C (configuration not stated) | 10%
CCC1Oc2ccccc2N(CC(=O)Nc2ccc(OC)cc2OC)C1=O (configuration not stated) | -2%
Cc1noc(C)c1-c1cncnc1NCc1cccnc1 | 6%
COc1ccc(Cl)cc1C(=O)NCC(C)C | 0%

# (more compounds)
compound | AmpC inh det
CCN1C(=S)SC(=O)C1=C1C=C(C)N(CCOC)C(C)=C1 | -2%
O=C(c1ccccc1)N1CCN(CC(O)COCC2CC=CCC2)CC1 (configuration not stated) | 12%
COc1ccccc1NC(=O)CSc1nnnn1Cc1ccccc1 | -5%
Cc1cc(C(=O)NCc2ccccc2Br)no1 | -5%
O=C(NCCCc1ccccc1)c1ccc(Br)o1 | -7%
Cc1cc(C)n(C/C=C/Cn2nc(C)cc2C)n1 | -2%
CCOC(=O)N1CCN(CC(=O)Nc2cc3c(cc2C(C)=O)OCO3)CC1 | 0%
O=C(O)Cn1nc(-c2ccccc2)c2ccccc2c1=O | -8%
O=C(CSc1nnc(-c2ccco2)n1-c1ccccc1)N1CCOCC1 | -2%
O=C(N1CCOCC1)N1CCC(NC(=O)C23CC4CC(CC(C4)C2)C3)CC1 | -3%
O=C(Nc1ccc2c(c1)CCC2)c1cnccn1 | -5%
O=C(Nn1cnnc1)c1ccncc1 | -2%
COC(=O)c1cc(=O)n(Cc2ccco2)c(=Nc2ccc(F)c(Cl)c2)s1 | 4%
Cc1ccccc1-n1c(-c2ccncc2)n[nH]c1=S | 0%
CCC(C)(C)n1nnnc1C(c1ccccc1F)N1CCC(C(N)=O)CC1 (configuration not stated) | -1%
COC(=O)Nc1ccc(OC)c(OC)c1 | -2%
COc1ccccc1Oc1c(C)oc2c(CN3CCN(CCO)CC3)c(O)ccc2c1=O | -1%
Oc1ccc2nc(Cc3ccccc3)[nH]c2c1 | 0%
CCOC(=O)C1C(=O)NCC2CCCC21 (configuration not stated) | -2%
O=C(NCC1COc2ccccc2O1)C1CCCN(S(=O)(=O)c2cnc[nH]2)C1 (configuration not stated) | 9%

# Continued:
compound | AmpC inh det
COC(=O)c1ccc(NC(=O)CSc2nnc(CNc3ccc(OC)cc3)n2C)cc1 | 20%
CC1(C)CC(=O)C(C(c2ccco2)C2C(=O)CC(C)(C)CC2=O)C(=O)C1 | -3%
O=C(CN(c1ccccc1)S(=O)(=O)c1ccccc1)N1CCN(Cc2ccc3c(c2)OCO3)CC1 | 0%
O=C(O)c1cccc(S(=O)(=O)NCc2cccs2)c1 | 7%
CCOc1ccc(OCc2ccc(C(=O)Nc3ccc(Cl)cn3)o2)cc1 | -1%
Cc1ccc(Cn2ccc(NC(=O)c3c(-c4ccccc4Cl)noc3C)n2)cc1 | 12%
Cc1cc(NC(=O)CSc2nc3ccccc3[nH]2)no1 | -5%
Cc1ccccc1CSCC(=O)NC(=O)NC(C)(C)C | -5%
COC(=O)[C@@]1(C)C=C[C@@H](Cc2ccccc2)N1C(=O)c1ccccc1 | 16%
CCCS(=O)(=O)NCc1cn2c(C)csc2n1 | 22%
CCc1nnc(NC(=O)CSc2nnc(COc3ccccc3)n2Cc2ccccc2)s1 | -3%
Cn1nnc(NC(=O)c2ccco2)n1 | -2%
O=C(CSc1nc2c(c(=O)n1-c1ccc(Cl)cc1)SCC2)Nc1ccc2c(c1)OCCO2 | 15%
COC(=O)[C@@]1(Cc2ccccc2)[C@@H]2[C@@H](CC(=O)[C@H]2CC(=O)C(=O)N(C)C)CN1C(=O)c1ccccc1 | 0%
COc1ccc(OC)c(C2C(C(=O)Nc3ccccc3OC)=C(C)Nc3nc(CCCO)nn32)c1 (configuration not stated) | 10%
CC(C)(C)NC[C@H](O)COc1nsnc1N1CCOCC1 | -3%
CC1Cc2ccccc2N1C(=O)CCS(=O)(=O)c1cccs1 (configuration not stated) | -2%
COC(=O)C1C(=O)N2CCCSC2=C(C#N)C1c1cccs1 (configuration not stated) | 15%
COc1ccc(C2C3=C(N=C4SCC(=O)N42)c2ccccc2CC3)cc1OC (configuration not stated) | 2%
O=C(O)C1CCCN(S(=O)(=O)c2ccc(Cl)s2)C1 (configuration not stated) | -8%

# (further entries)
compound | AmpC inh det
O=c1[nH]n(CC2COC3(CCCCC3)O2)c(=O)c2ccccc12 (configuration not stated) | -2%
CCOC(=O)C(Cc1cc(C(C)=O)ccc1OC(C)C)C(=O)OCC | 0%
Cn1nnc(NC(=O)c2ccc(C(C)(C)C)cc2)n1 | 2%
CCCCOc1ccc(CSc2n[nH]c(C)n2)cc1 | -4%
C=C(CC(=O)O)C(=O)O (tested in a mixture with another compound) | -2%[5.75 µM]
CCCCNC(=O)c1ccccc1NC(=O)c1ccccc1N(C)S(C)(=O)=O | -2%
CCn1c(SCCOc2ccc(Cl)cc2)nnc1-c1cccs1 | -2%
Cc1ccc(C(C(=O)NCc2ccco2)N(CCc2ccccc2)C(=O)Cn2nnc3ccccc32)o1 (configuration not stated) | 10%
Cc1cccc(N2CCN(C(c3cccs3)c3nnnn3C(C)(C)C)CC2)c1C (configuration not stated) | 0%
CCC(C)NC(=O)COc1ccc(S(=O)(=O)N2CCOCC2)cc1 (configuration not stated) | 1%
O=C(CCc1ccc(O)cc1)c1c(O)cc(O)cc1O | -5%&-1%
CC(C)C(=O)Nc1ccc([N+](=O)[O-])c(C(F)(F)F)c1 | 11%
COc1ccc(-c2cc(C(=O)NCc3cccnc3)no2)cc1OC | -7%
c1ccc2oc(SCc3cn4ccccc4n3)nc2c1 | -4%
O=C(Cl)OCc1ccccc1 | 11%
O=C(NCC1CCS(=O)(=O)C1)NCC1CCS(=O)(=O)C1 (configuration not stated) | -1%
Cc1cc(C)c2c(N)c(C(=O)Nc3nccs3)sc2n1 | 9%
COc1ccccc1-c1nnc2sc(COc3ccc(Cl)cc3Cl)nn12 | -4%
CCOC(=O)N1CCN(Cc2nc3c(c(=O)n(C)c(=O)n3C)n2CCCc2ccccc2)CC1 | 12%
COCCN(C(=O)Nc1ccc(OC)cc1OC)C1CCN(C(C)C)CC1 | 0%

# Among those listed so far, these have a furan ring, fused or not:
compound | AmpC inh det
Cc1oc2nc(SCC(=O)NC3CCCCC3)nc(N)c2c1C | -10%
CC1=C(C(=O)Nc2ccccc2)C(c2ccc(C)o2)N2C(=O)CSC2=N1 (configuration not stated) | 5%
COc1ccc2c(c1)c(CCN1C(=O)c3ccccc3C1=O)cn2C(=O)c1ccco1 | 10%
O=C(NCCCc1ccccc1)c1ccc(Br)o1 | -7%
O=C(CSc1nnc(-c2ccco2)n1-c1ccccc1)N1CCOCC1 | -2%
COC(=O)c1cc(=O)n(Cc2ccco2)c(=Nc2ccc(F)c(Cl)c2)s1 | 4%
CC1(C)CC(=O)C(C(c2ccco2)C2C(=O)CC(C)(C)CC2=O)C(=O)C1 | -3%
CCOc1ccc(OCc2ccc(C(=O)Nc3ccc(Cl)cn3)o2)cc1 | -1%
Cn1nnc(NC(=O)c2ccco2)n1 | -2%
Cc1ccc(C(C(=O)NCc2ccco2)N(CCc2ccccc2)C(=O)Cn2nnc3ccccc32)o1 (configuration not stated) | 10%

# (listing goes on)
compound | AmpC inh det
Cc1cc(NC(=O)c2cc(-c3ccco3)on2)n(-c2ccccc2)n1 | -2%
CC1(C)CC(=O)C2=C(C1)Nc1ncnn1C2c1ccccn1 (configuration not stated) | -2%
O=C(CNS(=O)(=O)c1ccc(Br)s1)N1CCC2(CC1)OCCO2 | 7%
COc1cc(C(=O)Nc2ccc(NC(=O)C3CC3)nc2)cc(OC)c1OC | 1%
COc1cccc(-c2nnc(Nc3nc4c(F)cccc4s3)o2)c1 | -2%
CCOc1cc(C2C(C(=O)c3ccco3)=C(O)C(=O)N2CCc2ccccc2)ccc1O (configuration not stated) | -5%
O=C(CCN1C(=O)c2ccccc2C1=O)NCCC1=CCCCC1 | 11%
CCOC(=O)c1cnc(SCc2nc(N)nc(Nc3ccc(F)cc3)n2)nc1N | 0%
COC(=O)[C@H](CCSC)NC(=O)NCc1cccs1 | -2%
CCc1nnc(NC(=O)C2CCCN2C(=O)Nc2ccccc2OC)s1 (configuration not stated) | 5%
COC(=O)c1cc2ccsc2n1CC(=O)NCC1CCCO1 (configuration not stated) | -1%
Cn1nc(C(=O)OCCN2C(=O)c3ccccc3C2=O)c2ccccc2c1=O | 11%
CCCCn1c(CNC(=O)c2cccs2)nc2ccccc21 | 0%
Nc1ccc[n+](Cc2ccccn2)c1 | -1%
O=C(COC(=O)C1(c2ccc(F)cc2)CCCC1)N1CCOCC1 | -3%
CCCCCn1c(CN2CCN(C(=O)OCC)CC2)nc2c1c(=O)n(C)c(=O)n2C | -2%
Cc1nc(-c2cccc(-c3noc(C)n3)c2)no1 | -3%
CS(=O)(=O)N1CCC2(CCCN(C(=O)Nc3cccc(C#N)c3)C2)CC1 | -2%
O=C(Nc1c(C(=O)N2CCOCC2)cnn1-c1ccccc1)c1ccccc1 | -1%
COc1ccccc1N1C(=O)C2CC=CC(C)C2C1=O (configuration not stated) | 0%

# Continued.
compound | AmpC inh det
CSC(=O)CC(=O)NC(=O)c1ccccc1 | -1%
COCCNc1c(-c2ccc(O)cc2)nc2ccc(Cl)cn12 | -8%
CCC(=O)N1c2ccccc2[C@@H](N(C(C)=O)c2ccccc2)C[C@H]1C | 1%
CCOC(=O)N1CCC(N2Cc3cccc(C(=O)Nc4ccc(OC)c(OC)c4)c3C2=O)CC1 | 4%
C=CCn1c(=O)c(C(=O)NCCNCC)c(O)c2ccccc21 | 18%
COc1ccc2cc(CCC(C)=O)ccc2c1 | 2%[12.8 µM]
CCC(C)[C@H](NC(=O)N1CCCC1)C(=O)O (some centres not stated) | -2%
COc1cc2c(cc1OC)CN(C(=O)CCCN1C(=O)c3ccccc3C1=O)CC2 | -5%
Clc1ccccc1 | 10%
O=C(CCn1c(=O)c2sccc2n(Cc2cc(=O)n3ccccc3n2)c1=O)NCc1ccco1 | 4%
NC(=O)C1CCN(c2nc(-c3ccccc3)nc3c2oc2ccccc23)CC1 | 5%
Cn1c(SC/C=C/c2ccccc2)nnc1-c1cnccn1 | -6%
COC(=O)c1c(NC(=O)CN2CCN(c3ccccc3OC)CC2)c2c(C)cccc2n1C | -4%
